# From PubChem BioAssay
# aSyn yeast inh – inhibitors of alpha-synuclein toxicity in yeast. Yeast expressing alpha-synuclein, growth rescue, BacTiter-Glo, 24 h. 370,000 tested, 0.14% active. Potency, µM (titrated, usually from 46.1 µM), for the others: at the top dose growth rescue (activation), usual class: activators; also: potency is read from the fitted curve at half-maximal effect; % of control where 0% means no effect; nearly all actives have a fitted effect of over 65% in size
#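 Readout is rescue of growth in alpha-synuclein-expressing yeast, so inhibitors of toxicity appear as activators. Growth after 24 hr at 30 deg C in galactose medium is quantified by luminescence.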
# MmCpn inh – blocks the Methanococcus maripaludis chaperonin Mm-Cpn | purified Mm-Cpn ATPase, ADP Transcreener TR-FRET | Potency, µM (series often up to 76.9 µM), inactives show at the highest dose activity, negative = inhibition, hits mostly inhibitors | 330,000 tested, 0.031% active | AID 504842; also: potency is read from the fitted curve at half-maximal effect; % is scaled to controls: 0 for no effect and ±100 for the full control effect; nearly all actives have a fitted effect of over 80% in size
#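 Eu-cryptate anti-ADP/ADP-d2 competition gives a ratio inversely related to ADP. Enzyme at 25 nM was pre-exposed to compound for 10 min, then given 10 uM ATP for 30 min, 37°C throughout.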
# GLP-1R inv ag – GLP-1 receptor (human) inverse agonism. P43220. HEK293 GLP-1R CRE-luciferase, luminescence, 24 h; GLP-1R form is constitutively active. Potency, µM (doses to about 38.3 µM), inactives show top-dose activity change, negative = inhibition, hits mostly inhibitors. 410,000 tested, 1.6% active; also: potency is read from the fitted curve at half-maximal effect; % is scaled to controls: 0 for no effect and ±100 for the full control effect; nearly all actives have a fitted effect of over 55% in size
# Target sequence (P43220 whole entry, looked up): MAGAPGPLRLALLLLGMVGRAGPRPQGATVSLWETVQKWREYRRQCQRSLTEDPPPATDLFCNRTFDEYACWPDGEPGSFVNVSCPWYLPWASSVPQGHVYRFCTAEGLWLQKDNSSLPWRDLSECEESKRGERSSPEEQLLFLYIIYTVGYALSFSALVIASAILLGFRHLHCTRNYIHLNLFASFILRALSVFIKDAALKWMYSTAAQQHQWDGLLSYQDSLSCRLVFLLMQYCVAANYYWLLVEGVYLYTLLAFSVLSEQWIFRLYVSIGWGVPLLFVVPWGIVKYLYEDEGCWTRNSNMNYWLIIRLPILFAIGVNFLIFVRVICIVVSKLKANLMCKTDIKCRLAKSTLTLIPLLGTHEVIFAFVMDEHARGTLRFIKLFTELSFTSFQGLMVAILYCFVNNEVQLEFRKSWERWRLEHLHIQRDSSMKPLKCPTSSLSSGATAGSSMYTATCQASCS
#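 HEK293 cells stably co-expressing constitutively active GLP-1R and a cAMP-responsive luciferase reporter were seeded in DMEM with 10% Nu serum, given compounds after 12 h, and incubated 24 h at 37 deg C. Luminescence was then read.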
# FUS yeast rescue – FUS proteinopathy suppression in yeast; Potency, µM (titrated, usually from 76.6 µM), inactives show at the top dose growth rescue (activation), actives largely listed as activators; S. cerevisiae FUS-expressing, growth rescue, OD600, 24 h; 390,000 tested, 0.24% active;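 also: potency is read from the fitted curve at half-maximal effect; plate controls were DMSO vehicle for no effect and reference control for full effect; nearly all actives have a fitted effect of over 55% in size; some results filed as inactive show a strong effect at the top dose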
#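 Cultures pregrown in 2.5% raffinose medium are shifted to minimal medium containing 2% galactose to express toxic FUS. Compounds are tested at several concentrations. After 24hr at 30C, growth is quantified at 600 nm absorbance.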
# GLP1R cytotox – cytotoxicity counter-screen for GLP-1 receptor inverse agonists. AID 624418. HEK293 cAMP-luciferase reporter cells, luminescence, 24 h. 410,000 tested, 0.13% active. Potency, µM (series often up to 38.3 µM), for inactives: top-dose activity change, negative = inhibition, actives largely listed as inhibitors;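 also: loss of luciferase light is scored as toxicity; potency is read from the fitted curve at half-maximal effect; % is scaled to controls: 0 for no effect and ±100 for the full control effect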
#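 Seeding density was 200 cells/uL; after overnight-length (12 h) culture, 23 nL compounds went on for 24 h at 37 °C. Readout used a luciferase detection reagent, luminescence taken after 12 min at room temperature.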
# TDP43 rescue – inhibitors of TDP-43 toxicity in yeast; TDP-43 expressing yeast growth rescue, BacTiter-Glo, 24 h; Potency, µM (highest dose often 46.1 µM), for the others: at the highest dose growth rescue (activation), actives largely listed as activators; 410,000 tested, 1.8% active; AID 652104; also: potency is read from the fitted curve at half-maximal effect; % of control where 0% means no effect; nearly all actives have a fitted effect of over 50% in size
#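 Growth rescue of TDP-43-toxic yeast measured as ATP luminescence (BacTiter-Glo). Cells grown to mid-log in raffinose, induced in galactose at OD600=0.02, exposed to compound 24 hr at 30 deg C.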
# Abeta yeast res – compounds reversing amyloid beta toxicity in yeast; yeast expressing A-beta42, growth rescue, OD600, 48 h; response scale: 0% DMSO, 100% iron-clioquinol control; Potency, µM (top dose mostly 46.1 µM), inactives show top-dose growth rescue, most hits filed as activators; 410,000 tested, 0.063% active; AID 1347071; also: potency is read from the fitted curve at half-maximal effect; nearly all actives have a fitted effect of over 55% in size
#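 Yeast A-beta toxicity model in growth medium with pinned compounds, 48 h at 30 C; growth read as absorbance at 600 nm. Normalized to FeCl3/clioquinol equimolar mix (positive) and DMSO (negative).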
# pAkt inh – inhibitors of Akt phosphorylation | Neuro2A IGF-stimulated pAkt S473 HTRF, 20 min; active compounds read low | activity change, % for hits at 50 µM | 360,000 tested, 0.32% active | AID 651550; in the data active = activity change below about -80%; inconclusive = mostly about -51% to -80%; also: % is scaled to controls: 0 for no effect and ±100 for the full control effect
#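 Single-point screen (50 µM final compound) in Neuro2A cells stimulated 20 min with 6 nM IGF at 37 deg C. After lysis, Ser473-phosphorylated Akt read by HTRF (ex 330 nm, em 615/665 nm) as the 665/615 ratio.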
# PTHR1 ag – PTHR1 (human) receptor agonism | Q03431 | HEK293 GP2 PTHR1 cells, GloSensor cAMP luminescence, 1 h | Potency, µM (highest dose often 115 µM), without a hit: at the highest dose activation, usual class: activators | 410,000 tested, 0.075% active | AID 743266; also: potency is read from the fitted curve at half-maximal effect; nearly all actives have a fitted effect of over 55% in size; some results filed as inactive show a strong effect at the top dose; inactives centre near -15; many of its hits are not listed in these tables
# Target sequence (Q03431 whole entry, looked up): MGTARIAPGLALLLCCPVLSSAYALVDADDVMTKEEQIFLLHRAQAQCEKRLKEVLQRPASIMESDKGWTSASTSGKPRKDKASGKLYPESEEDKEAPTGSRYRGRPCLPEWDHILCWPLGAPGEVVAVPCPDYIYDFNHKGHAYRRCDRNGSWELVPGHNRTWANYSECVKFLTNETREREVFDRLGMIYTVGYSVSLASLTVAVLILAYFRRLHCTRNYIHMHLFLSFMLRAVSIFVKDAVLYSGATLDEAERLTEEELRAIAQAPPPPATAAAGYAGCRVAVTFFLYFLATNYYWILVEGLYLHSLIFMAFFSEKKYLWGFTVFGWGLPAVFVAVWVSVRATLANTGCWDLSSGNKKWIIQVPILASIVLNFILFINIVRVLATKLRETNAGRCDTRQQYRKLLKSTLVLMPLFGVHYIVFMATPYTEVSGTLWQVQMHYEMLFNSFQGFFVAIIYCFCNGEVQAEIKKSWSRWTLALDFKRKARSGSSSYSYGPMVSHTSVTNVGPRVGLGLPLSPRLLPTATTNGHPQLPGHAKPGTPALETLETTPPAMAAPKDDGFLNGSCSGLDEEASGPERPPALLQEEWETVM
#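 HEK-293-derived GP2 cells expressing PTHR1 and a GloSensor cAMP reporter, 3,000/well, plated overnight, given luciferin plus IBMX (each 0.5 mM as added) for 1 h at 37 °C, then compound for 1 h at 37 °C. Luminescence was read after 15 min at room temperature.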
# Starred values were filed as active, the others as inactive; i = inactive; ? = inconclusive; · = not tested or not shown; [ ] = remark or other dose. Unless noted, calls follow the shape of the dose curve; as a rule, active = well fitted curve in the direction sought with a large enough effect; inconclusive = small, poorly fitted or top-dose-only effect, or another doubt; inactive = no such curve, though single readings can be large; an effect the other way counts as inactive or inconclusive.
# Keys: A = aSyn yeast inh; B = MmCpn inh; C = GLP-1R inv ag; D = FUS yeast rescue; E = GLP1R cytotox; F = TDP43 rescue; G = Abeta yeast res; H = pAkt inh; I = PTHR1 ag
CC(C)CN=CC1=C(O)c2ccccc2C1=O
  A = 2%	B = -1%	C = -26%	D = 7%	E = 1%	F = ?	G = 9%	H = i	I = -29%

Cc1ccc(CCN2C(=O)c3ccccc3C2C(=O)NCc2cccnc2)cc1 (stereo not drawn)
  A = 12%	B = 0%	C = 17%	D = 7%	E = 9%	F = 8%	G = 10%	H = i	I = i

CCn1nccc1C(=O)Nc1ccccc1OC
  A = 3%	B = 0%	C = 21%	D = -6%	E = 4%	F = 25%	G = 10%	H = i	I = i

Cc1ccc(S(=O)(=O)NCCC(=O)NC2CCC(C)CC2)cc1 (stereo not drawn)
  A = 0%	B = -2%	C = 3%	D = -1%	E = 3%	F = 0%	G = 8%	H = i	I = -22%

Oc1ccc(C[C@H]2CNC(=S)N2CC2CCCN2C[C@H](Cc2ccc(O)cc2)N2C[C@H](Cc3ccccc3)N(CC3CCCCC3)C2=S)cc1 (stereo partly drawn)
  A = -41%[inhibitor]	B = ·	C = ?	D = ?	E = -6%	F = ?	G = 8%	H = i	I = -22%

COc1ccc2c(c1)c(CC(=O)Nc1cc(C)cc(C)c1)c(C)n2C(=O)c1ccc(Cl)cc1
  A = ·	B = ·	C = 10%	D = -14%	E = -2%	F = 18%	G = -8%	H = ·	I = -23%

COCCn1c(SCC(=O)NC2CCCCC2C)nnc1-c1ccncc1 (stereo not drawn)
  A = -1%	B = 1%	C = -2%	D = 2%	E = -3%	F = 7%	G = 11%	H = i	I = i

Cc1ccc(S(=O)(=O)N[C@@H](C)C(=O)N2CCC(C(=O)N[C@@H](Cc3ccccc3)C(=O)O)CC2)cc1
  A = 1%	B = 1%	C = 6%	D = -30%	E = -8%	F = -5%	G = 15%	H = i	I = i

Cc1cc(C)n2nc(SCC(=O)Nc3ccc(F)cc3)nc2n1
  A = 12%	B = 1%	C = 40%[activator]	D = -15%	E = 0%	F = -4%	G = -10%	H = i	I = 21%

COCc1cccc(-c2csc(C(C)(O)c3cccc(F)c3)n2)c1 (stereo not drawn)
  A = -6%	B = ·	C = ?	D = 2%	E = 3%	F = 35µM*	G = -6%	H = i	I = -19%

CC(OC(=O)CCCNC(=O)c1ccc(Cl)cc1)C(=O)N(C)Cc1ccccc1 (stereo not drawn)
  A = 3%	B = -1%	C = -20%	D = 11%	E = 8%	F = 3%	G = -15%	H = i	I = i

Cc1nnc(NC(=O)Cn2nc(C)c3ccccc3c2=O)s1
  A = 0%	B = 1%	C = 8%	D = 10%	E = 2%	F = -13%	G = 2%	H = i	I = -10%

O=C(CN1C(=O)CC(c2ccccc2)=Nc2ccccc21)Nc1ccc(Br)cc1
  A = ·	B = ·	C = ?	D = 6%	E = -2%	F = -5%	G = -12%	H = ·	I = i

O=[N+]([O-])c1ncccc1OCc1ccccc1Br
  A = 4%	B = 0%	C = -21%	D = ?	E = 4%	F = ?	G = 0%	H = i	I = -3%

Cc1ccc(-c2nnc(Nc3ccc4c(c3)OCO4)c3ccccc23)cc1S(=O)(=O)NC(C)C
  A = -3%	B = -3%	C = ?	D = ?	E = 4%	F = -11%	G = -2%	H = i	I = -13%

Cc1nn(-c2ccccc2)c(OC(=O)c2cccs2)c1S(=O)(=O)c1ccc([N+](=O)[O-])cc1
  A = -2%	B = -1%	C = 7%	D = 40µM*	E = -2%	F = -31%[inhibitor]	G = -16%	H = i	I = i

Cc1ccc(NC(=O)[C@H](Cc2ccccc2)NC(=O)C2CCNCC2)cc1
  A = -2%	B = 1%	C = 2%	D = -27%	E = 12%	F = 7%	G = 1%	H = ·	I = i

CCOc1ccc(S(=O)(=O)NCc2cccnc2)cc1NC(=O)c1ccccc1F
  A = -2%	B = ?	C = -9%	D = 10%	E = -3%	F = -6%	G = -16%	H = i	I = i

CCOc1cc2nc(-c3ccc(OC)c(OC)c3)nc(NCCCN3CCOCC3)c2cc1OC
  A = 3%	B = 0%	C = -30%	D = -17%	E = ?	F = 19%	G = 24%	H = i	I = i

CCCCn1c(N)c(N(CC)C(=O)CN2C(=O)NC(C)(c3ccccc3)C2=O)c(=O)[nH]c1=O (stereo not drawn)
  A = -3%	B = ·	C = 11%	D = 17%	E = -5%	F = 1%	G = 17%	H = i	I = i

O=C(Nc1nnc(C2CC2)s1)c1cccnc1Oc1ccc(Cl)cc1
  A = 14%	B = -3%	C = -3%	D = 0%	E = 7%	F = 27%	G = 12%	H = i	I = -3%

COc1cc(F)ccc1-c1csc(C(NC(C)=O)c2cccc(F)c2)n1 (stereo not drawn)
  A = 1%	B = ·	C = -11%	D = -6%	E = -2%	F = 22%	G = 7%	H = i	I = -11%

O=C(CCCCCCCCC(=O)N/N=C/c1ccco1)N/N=C/c1ccco1
  A = -2%	B = 1%	C = 2%	D = 16%	E = 0%	F = 0%	G = -14%	H = i	I = -24%

CC(=O)c1ccc(NC(=O)CN2C(=O)CCc3cc(S(=O)(=O)N4CCC(C)CC4)ccc32)cc1
  A = ·	B = ·	C = 1%	D = 36%	E = -8%	F = ?	G = -7%	H = ·	I = i

COc1ccc(S(=O)(=O)NC2CC(C)(C)NC(C)(C)C2)c2ccccc12
  A = 1%	B = -7%	C = ?	D = 12%	E = 6%	F = -22%	G = -4%	H = i	I = -6%

# Full records as entered above.
# Cc1cc(C)n2nc(SCC(=O)Nc3ccc(F)cc3)nc2n1 as listed: aSyn yeast inh: 12%; MmCpn inh: 1%; GLP-1R inv ag: 40%[activator]; FUS yeast rescue: -15%; GLP1R cytotox: 0%; TDP43 rescue: -4%; Abeta yeast res: -10%; pAkt inh: i; PTHR1 ag: 21%
# Oc1ccc(C[C@H]2CNC(=S)N2CC2CCCN2C[C@H](Cc2ccc(O)cc2)N2C[C@H](Cc3ccccc3)N(CC3CCCCC3)C2=S)cc1 (stereo partly drawn) as listed: aSyn yeast inh: -41%[inhibitor]; MmCpn inh: ·; GLP-1R inv ag: ?; FUS yeast rescue: ?; GLP1R cytotox: -6%; TDP43 rescue: ?; Abeta yeast res: 8%; pAkt inh: i; PTHR1 ag: -22%

# Carrying on.
# Keys: A = aSyn yeast inh; B = MmCpn inh; C = GLP-1R inv ag; D = FUS yeast rescue; E = GLP1R cytotox; F = TDP43 rescue; G = Abeta yeast res; H = pAkt inh; I = PTHR1 ag
N#CC(Nc1ccccc1)c1ccccc1OCc1ccccc1 (stereo not drawn)
  A = -7%	B = -10%	C = ?	D = 4%	E = -4%	F = -15%	G = -7%	H = i	I = -29%

COc1ccc(CCNC(=O)COC(=O)CCC(=O)c2ccc(F)cc2)cc1
  A = 11%	B = -2%	C = 2%	D = 9%	E = 24%	F = 13%	G = 2%	H = i	I = i

CCCC(=O)Nc1nnc(S(=O)(=O)N(CC)c2ccccc2)s1
  A = 1%	B = -1%	C = 0%	D = -2%	E = 3%	F = 3%	G = 11%	H = i	I = -5%

Cc1cc(-c2c(C)[nH]n(-c3ccccc3)c2=O)n[nH]1
  A = -6%	B = -2%	C = 30%	D = 16%	E = ?	F = 11%	G = -26%	H = i	I = -6%

COc1ccc(S(=O)(=O)N2CCC(C(=O)NCCC(=O)Nc3cccc(Cl)c3)CC2)cc1
  A = 6%	B = 0%	C = ?	D = -14%	E = -7%	F = 23%	G = 3%	H = i	I = i

Cc1ccc(Cn2cc(-c3ccccc3)nn2)cc1
  A = -24%	B = 1%	C = 0%	D = 9%	E = 2%	F = ?	G = ?	H = i	I = -26%

CCOc1cc(NS(=O)(=O)c2ccccc2)c(OCC)cc1NC(=O)c1ccco1
  A = -8%	B = 1%	C = -16%	D = ?	E = 1%	F = -6%	G = -14%	H = i	I = -8%[57.5 µM]

O=[N+]([O-])c1cccc(Cl)c1NCCNS(=O)(=O)c1ccc(Cl)cc1
  A = 8%	B = 1%	C = -7%	D = 9%	E = 0%	F = ?	G = 0%	H = i	I = i

COc1ccccc1N1CCN(C(=O)c2cn(CC(C)C)c(=O)c3c2c2ccccc2n3C)CC1
  A = ·	B = ·	C = -16%	D = ?	E = -18%	F = ?	G = 16%	H = ·	I = -25%

O=C(NCc1ccccc1)C1=C[C@@H](C2CC2)C[C@@H](OCCCCO)O1
  A = 5%	B = ·	C = 17%	D = -21%	E = -2%	F = 25%	G = -12%	H = i	I = i

CCCc1ccc(C(=O)NNc2ccccc2F)cc1
  A = 1%	B = 1%	C = ?	D = 13%	E = -18%	F = ?	G = 26%	H = i	I = -12%

Cc1ccc(-c2nnn(CC(=O)NCCc3ccc4c(c3)OCO4)n2)o1
  A = -3%	B = 0%	C = -52%	D = 3%	E = -14%	F = -13%	G = 6%	H = i	I = i

COc1ccc(Cn2c(O)c(C=Nc3ccccc3C(=O)O)c3ccccc3c2=O)cc1
  A = 0%	B = 4%	C = 75%[activator]	D = 7%	E = 0%	F = -13%	G = 6%	H = i	I = -12%

COc1ccc(/C=C2\SC(=S)N(CCCC(=O)NNC(=O)c3ccccc3O)C2=O)cc1
  A = -9%	B = 0%	C = -10%	D = 1%	E = 5%	F = -20%	G = -24%	H = i	I = i

CN(C)/C=C/C(=O)c1cccc([N+](=O)[O-])c1
  A = 27%	B = 3%	C = 18%	D = -16%	E = -3%	F = -54%[inhibitor]	G = -16%	H = i	I = i

COc1ccc(S(=O)(=O)NC(C)C(=O)O)cc1 (stereo not drawn)
  A = -5%	B = 0%	C = -17%	D = -1%	E = 4%	F = -17%	G = -7%	H = i	I = -3%

# These rows are one share of the data; the hit share may differ from the screen's.
